Assay outcomes: PubChem BioAssay, several laboratories
Arr AP2 block – human beta-arrestin and AP2 interaction inhibition; AID 504490; inhibition, % at 10 µM; actives 0.31% (n = 340,000); FITC-arrestin peptide / GST-AP2 beads, flow cytometry; AP2 beta2 appendage carries R879A mutation;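 active = inhibition above a set limit, near 3 SD of compounds lacking own fluorescence, cut at about 54% in these data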;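 note: plate controls were DMSO wells for no effect and 5 µM unlabelled arrestin peptide for full effect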
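System: GST-AP2 R879A glutathione beads. Medium: PBS with 0.05% Tween 20 and 0.1% BSA. Also added: FITC-arrestin peptide, 50 nM. Incubation: 12 min plus 1 h, RT. Measured by: high-throughput flow cytometry of beads, ex 488, em 535 nm. Evaluation: percent drop in bead-associated FITC signal.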
SR-BI DiI-HDL act – SR-BI HDL lipid transfer activation. actives 0.096% (n = 320,000). CHO ldlA[mSR-BI] cells, DiI-HDL uptake fluorescence, 3 h; 100 = double the neutral-control signal. AID 504775. activation, % at 12.5 µM;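 active = mean replicate activation of at least 60% and every replicate at or above 60%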;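 note: 0% = median plate neutral-control signal and 100% = twice that signal; values of inactives mirror those of a sister screen read the other way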
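System: LDL receptor-deficient CHO ldlA cells overexpressing murine SR-BI | Timing: 3 h uptake period with compound, 37 °C | Medium: HEPES-buffered (25 mM, pH 7.4) F12 plus 0.5% BSA | Dosing: Single-point compound dose | Signal: Bottom-read fluorescence, 550/595 nm | Read-out: Retained DiI signal reflecting DiI-HDL uptake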
RTF Ca sens inh – cardiac RTF calcium desensitization. IANBD-labeled cardiac RTF, Ca2+ fluorescence. inhibition, % at 7.15 µM. actives 0.12% (n = 340,000). AID 493244;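 active = inhibition above the mean inhibition of all tested compounds plus 3 SD, cut at about 17% in these data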;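 note: assay run at fixed EC70 calcium of 1.6 mM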
DAGLB inhibitor – blocks human DAGLB lipase activity | Q8NCG7 | HEK293T DAGLB membrane lysate, EnzChek fluorogenic substrate | inhibition, % at 5.17 µM | actives 0.059% (n = 340,000) | AID 504411; in the data active = inhibition above about 34%;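 note: 0% = enzyme with vehicle and 100% = wells lacking enzyme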
C-LANA FP – KSHV C-LANA DNA binding inhibition. actives 0.078% (n = 340,000). MBP-C-LANA/FAM-LBS DNA binding, fluorescence polarization. inhibition, % at 9 µM. AID 504423;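 active = highest replicate inhibition at or above 60% at 9 µM, even if other replicates fall short; inactive = all replicates below 60% inhibition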;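 note: 0% = neutral control wells and 100% = 4 µM acridine orange control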
Keap1-Nrf2 PPI – disrupts human Keap1 binding to Nrf2 peptide; Q14145; Keap1 Kelch-Nrf2 peptide fluorescence polarization, 1536-well; inhibition, % at 9.4 µM; actives 0.15% (n = 340,000); AID 504523; in the data active = inhibition above about 12%;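 note: human Keap1 Kelch domain with fluorescein labeled Nrf2 9mer peptide probe; 0% = neutral control wells and 100% = peptide positive control; higher means more block of Keap1 binding to Nrf2 peptide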
Target sequence (Q14145 whole entry, looked up, the tested form may be a part): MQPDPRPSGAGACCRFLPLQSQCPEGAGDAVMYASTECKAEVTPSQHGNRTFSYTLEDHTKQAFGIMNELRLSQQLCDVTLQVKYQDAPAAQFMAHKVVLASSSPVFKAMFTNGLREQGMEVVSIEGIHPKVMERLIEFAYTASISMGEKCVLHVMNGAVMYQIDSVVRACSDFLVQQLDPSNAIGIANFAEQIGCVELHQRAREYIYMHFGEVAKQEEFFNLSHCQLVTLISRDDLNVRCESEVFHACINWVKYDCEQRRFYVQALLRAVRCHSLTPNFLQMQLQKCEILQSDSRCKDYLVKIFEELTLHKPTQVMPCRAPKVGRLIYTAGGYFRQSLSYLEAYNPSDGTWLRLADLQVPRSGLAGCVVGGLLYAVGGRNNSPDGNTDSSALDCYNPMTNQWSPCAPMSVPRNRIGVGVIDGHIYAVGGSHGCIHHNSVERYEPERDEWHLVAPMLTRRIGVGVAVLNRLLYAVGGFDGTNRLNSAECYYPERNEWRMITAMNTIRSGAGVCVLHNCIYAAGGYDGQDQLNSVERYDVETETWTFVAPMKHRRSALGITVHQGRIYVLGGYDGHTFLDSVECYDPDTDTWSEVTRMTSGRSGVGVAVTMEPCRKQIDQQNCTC
PKA-R2B act – activators of human PKA-R2B complex; P22694+P31323; PKA-R2B holoenzyme dissociation, Cy5-IP20 fluorescence polarization; R2B truncated from residue 108, S112A mutant; 0% DMSO only, 100% 113 µM cGMP; activation, % at 11.4 µM; actives 0.079% (n = 340,000);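 active = activation above a cutoff set at the mean over all compounds plus 3 SD, cut at about 18% in these data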;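 note: higher means more holoenzyme dissociation and a rise in polarization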
Target sequence (P31323 whole entry, looked up, other chains not shown, the tested form may be a part): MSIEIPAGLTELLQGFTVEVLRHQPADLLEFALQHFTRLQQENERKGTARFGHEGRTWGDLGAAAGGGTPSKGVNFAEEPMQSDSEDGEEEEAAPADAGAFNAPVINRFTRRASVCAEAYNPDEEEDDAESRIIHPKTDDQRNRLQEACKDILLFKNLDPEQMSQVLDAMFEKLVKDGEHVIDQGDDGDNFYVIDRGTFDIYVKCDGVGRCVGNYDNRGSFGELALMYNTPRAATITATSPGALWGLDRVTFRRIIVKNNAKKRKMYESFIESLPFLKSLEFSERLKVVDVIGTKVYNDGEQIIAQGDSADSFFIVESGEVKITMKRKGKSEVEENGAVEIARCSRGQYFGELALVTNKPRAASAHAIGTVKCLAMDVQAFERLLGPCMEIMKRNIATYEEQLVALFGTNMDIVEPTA
PvdQ inh – P. aeruginosa PvdQ acylase inhibition; inhibition, % at 10 µM; purified PvdQ acylase, fluorescence plate reader; AID 488965; actives 0.063% (n = 340,000); in the data active = inhibition above about 30%, passing the limit was not always enough;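 note: 0% = vehicle neutral wells and 100% = reference inhibitor wells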
SR-BI HDL uptake – inhibitors of mouse SR-BI mediated HDL lipid uptake; Q61009; ldlA[mSR-BI] CHO cells, DiI-HDL uptake fluorescence, 3 h; inhibition, % at 12.5 µM; actives 0.96% (n = 320,000);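 active = mean replicate inhibition of at least 70% and a set share of replicates each scoring 70 or more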;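 note: 0% = median of neutral control wells and 100% = median of positive control wells; values of inactives mirror those of a sister screen read the other way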
NSD2 HMT inh – inhibitors of human histone methyltransferase NSD2 | AID 743445 | O96028 | inhibition, % at 12.5 µM | NSD2 peptide methylation, AlphaScreen, 120 min | actives 0.54% (n = 310,000); in the data active = inhibition above about 50%
Starred values were filed as active, the others as inactive; . = not tested or not shown.

SMILES | Arr AP2 block | SR-BI DiI-HDL act | RTF Ca sens inh | DAGLB inhibitor | C-LANA FP | Keap1-Nrf2 PPI | PKA-R2B act | PvdQ inh | SR-BI HDL uptake | NSD2 HMT inh
Cc1cccc(CN2CCN(C(=O)CCl)CC2)c1 | 6 | 9 | -20 | -2 | -0.2 | 1 | 8 | -11 | -9 | 2
C=C(C)COc1ccc(-c2nc(N)nc(C)c2Oc2ccccc2OC)c(O)c1 | -5 | 13 | -1 | -1 | 0.5 | -5 | -21 | 1 | -13 | -2
COc1ccc(-n2c(N)c(C(=O)NCC3CCCO3)sc2=S)cc1 (stereo not drawn) | . | 16 | -3 | -3 | -0.5 | 6 | -13 | 8 | -16 | 3
Cn1c(NCc2ccccc2O)nc2ccccc21 | 6 | -14 | -6 | -1 | 1.9 | -6 | -1 | -20 | 14 | -2
Cc1occc1C(=O)N/N=C/c1c[nH]c2ccccc12 | 7 | 17 | 7 | -3 | -1.4 | -5 | -1 | -11 | -17 | 5
CC(=O)c1ccc(S(=O)(=O)N(C)CC(=O)Nc2cccc(S(=O)(=O)N3CCCC3)c2)cc1 | 0 | -33 | 1 | -3 | 0.7 | -1 | -3 | -2 | 33 | 0
COc1ccc(C(=O)c2sc(NC(C)C)nc2N)cc1OC | 0 | -3 | -3 | -2 | 0.7 | -4 | -16 | -22 | 3 | 1
CCN(Cc1ccncc1)C(=S)Nc1ccccc1 | -7 | 15 | -4 | 0 | 0.8 | -3 | 6 | -12 | -15 | 2
CCOC(=O)c1c(NC(=O)COc2ccc3ccc(=O)oc3c2)sc(C(=O)N(C)C)c1C | 4 | 1 | -3 | 2 | -0.4 | -2 | 3 | -19 | -1 | .
COCCN(C(=O)CCC(=O)Nc1ccccn1)C(C(=O)NC(C)C)c1ccc(C)cc1 (stereo not drawn) | 26 | 21 | -6 | -3 | 0.4 | -3 | -6 | 15 | -21 | 60*
COc1ccc(COC(=O)C2CCN(S(=O)(=O)c3ccc(OC)c(OC)c3)CC2)cc1 | 3 | -7 | -3 | -4 | -1.5 | -3 | -7 | 1 | 7 | 0
COc1ccccc1-n1c(SCC(=O)NC(C)(C)C)nnc1-c1ccco1 | 9 | -29 | 0 | 1 | 10 | 1 | -7 | 17 | 29 | -5
COc1ccc2[nH]c(=O)c(CN(C(=O)c3ccncc3)C(C)(C)C)cc2c1 | 16 | 8 | 3 | 2 | -1.0 | 1 | -9 | 4 | -8 | -2
CCOC(=O)c1c(NC(=O)Nc2ccc(Cl)cc2)sc(C)c1C | 3 | . | 11 | -4 | 0.2 | -7 | -10 | 0 | . | 1
COc1ccc(F)c(-c2nc(CN3CCC(c4ccccc4)CC3)c(C)o2)c1 | -10 | -9 | 1 | -4 | -1.4 | -6 | -4 | 0 | 9 | 2
CCOC(=O)N1CCN(C(=O)c2ccc(OC)c(S(=O)(=O)N3CCOCC3)c2)CC1 | 5 | 32 | -5 | 1 | -1.5 | -3 | 1 | 4 | -32 | -12
COc1cccc(NC(=O)Nc2cccc(C(=O)O)c2)c1 | 16 | 25 | -4 | 2 | -1.0 | -3 | 1 | -6 | -25 | 1
CCN(CC)S(=O)(=O)c1cccc(-c2nnc(SCc3nc4ccccc4s3)o2)c1 | -6 | -7 | -8 | -5 | -1.1 | -2 | -1 | -9 | 7 | -1
CC1CCN(CCOc2ccc(Cl)c(Cl)c2)CC1 | -13 | -2 | -13 | -3 | 0.1 | 3 | -1 | -11 | 2 | 5
Cn1c(=O)c(=O)n(C)c2cc([N+](=O)[O-])c(N3CCOCC3)cc21 | 1 | -2 | -2 | 0 | 4.5 | -1 | 1 | 2 | 2 | 0

Brought forward from above: 2 compounds, then new ones.
SMILES | Arr AP2 block | SR-BI DiI-HDL act | RTF Ca sens inh | DAGLB inhibitor | C-LANA FP | Keap1-Nrf2 PPI | PKA-R2B act | PvdQ inh | SR-BI HDL uptake | NSD2 HMT inh
CC1CCN(CCOc2ccc(Cl)c(Cl)c2)CC1 | -13 | -2 | -13 | -3 | 0.1 | 3 | -1 | -11 | 2 | 5
Cn1c(=O)c(=O)n(C)c2cc([N+](=O)[O-])c(N3CCOCC3)cc21 | 1 | -2 | -2 | 0 | 4.5 | -1 | 1 | 2 | 2 | 0
CC(=O)Nc1ccc(S(=O)(=O)N2CCN(c3nc(NC4CCCC4)c4ccccc4n3)CC2)cc1 | 29 | -44 | 6 | -1 | -0.4 | -1 | -8 | -7 | 44 | 0
CCC1(c2ccccc2)NC(=O)N(CC(=O)N(C)CC(=O)Nc2cccc(OC)c2)C1=O (stereo not drawn) | 12 | -15 | -5 | -2 | -2.2 | -1 | 8 | 6 | 15 | 1
Cn1c(=O)c2c(SCc3cccnc3)nc(C3CC3)nc2n(C)c1=O | 23 | 5 | 5 | 0 | 0.3 | -1 | -7 | 13 | -5 | .
OC1CCN(C(=S)Nc2ccc(Nc3ccccc3)cc2)CC1 | 8 | -7 | -1 | 2 | -0.4 | -1 | 9 | -15 | 7 | 6
CC(C)N(C(=O)Cn1c(-c2ccccc2Cl)nc2ccccc21)c1ccccc1 | 41 | 8 | -14 | -3 | 0.2 | 4 | -5 | 5 | -8 | -2
CCCc1c(OCCCOc2ccc(OCC(=O)O)cc2)ccc(C(C)=O)c1O | 7 | 4 | -3 | 2 | 0.8 | -5 | -3 | -20 | -4 | .
CNCCCCOc1ccc(C(C)(C)C)cc1Cl | 36 | 12 | -3 | 0 | 0.3 | 0 | 0 | 5 | -12 | -2
O=C(Nc1ccc(F)cc1)Nc1ccc2c(c1)CCC2 | -2 | -14 | -3 | -3 | 1.3 | 1 | 0 | 2 | 14 | 0
CC(=O)c1ccc(OCc2cc(C(=O)N3CCC(c4ccncc4)CC3)no2)cc1 | -8 | 13 | 1 | -1 | -0.2 | 1 | -2 | -11 | -13 | -2
C#Cc1cccc(NC(=O)CSc2nnc(-c3ccc(C(F)(F)F)cn3)o2)c1 | -9 | 7 | 3 | 1 | -0.7 | 4 | -2 | 6 | -7 | 20
NS(=O)(=O)c1ccc(NCc2cc(Cl)ccc2OCc2ccc(F)cc2)cc1 | -7 | -26 | -6 | -2 | -3.5 | -1 | -4 | -7 | 26 | 0
CC(=O)Nc1ccc(Nc2c3ccccc3nc3ccccc23)cc1 | 0 | -15 | 1 | 8 | -2.5 | 3 | -1 | -8 | 15 | 2
CCOC(=O)c1csc(NC(=O)CCSc2ccccc2)n1 | 4 | -8 | -17 | -4 | 0.6 | 0 | -8 | -4 | 8 | -1
Cc1nc2[nH]onc2c2nccc(=O)c12 | -13 | 50 | -3 | -1 | 1.1 | -5 | 3 | -6 | -50 | 2
O=C(O)c1cc(-c2cc(C(=O)O)c3ccccc3n2)ccc1O | 11 | 5 | -2 | -4 | 2.4 | -4 | -2 | 13 | -5 | 6
Cc1nn(C)c(C)c1NC(=O)CCSc1nc(-c2ccco2)cc(C(F)(F)F)n1 | -3 | -28 | 5 | 2 | -0.4 | -5 | 2 | -12 | 28 | -1
COc1ccc(C)cc1-n1cnnn1 | 21 | -6 | -3 | 1 | 1.0 | -4 | 6 | -11 | 6 | -2
COC(CNC(=O)c1ccc2c(c1)nc(C)n2-c1cccc(F)c1)OC | -6 | 12 | 5 | 3 | -2.1 | -1 | 0 | -3 | -12 | 1
COC(=O)c1[nH]c2cccc(OC)c2c1NC(=O)CCN1CCSCC1 | 10 | -2 | -5 | 2 | -0.5 | 0 | -2 | -12 | 2 | -4
Cc1ccccc1OCCNc1cc(N2CC(C)NC(C)C2)ccc1[N+](=O)[O-] (stereo not drawn) | -7 | 33 | -1 | 1 | -1.6 | 4 | -4 | -5 | -33 | .
Cn1c(=O)[nH]c(=O)c2c1nc(N1CCOCC1)n2CCSc1nc2ccccc2[nH]1 | -8 | 14 | -3 | 2 | -0.5 | -2 | -1 | -14 | -14 | 0
COc1cc(C(=O)NNC(=O)c2cc(-c3ccccc3)n[nH]2)cc(OC)c1C | 8 | -6 | -7 | 5 | 1.2 | -2 | -6 | -6 | 6 | 3
CCOC(=O)N1CCN(C(=O)Nc2sc3nc4n(c(=O)c3c2C)CCC(C)CC4)CC1 (stereo not drawn) | 19 | 10 | 10 | 5 | -0.5 | -3 | -6 | 14 | -10 | 0
COc1cccc(CNC(=O)Cn2c(=O)n(CCC(=O)N3CCCCC3)c(=O)c3sccc32)c1 | 44 | 2 | -10 | 1 | 1.1 | 2 | -2 | -3 | -2 | -3
O=C(O)/C=C/c1ccc(S(=O)(=O)Nc2ccc(C(=O)NCC(=O)O)cc2)cc1 | -2 | -7 | -8 | 0 | 2.3 | -4 | -3 | -7 | 7 | .
Cc1ccc(C)c(NC(=O)COC(=O)CCNC(=O)c2ccco2)c1 | -2 | . | -2 | -2 | -0.9 | 4 | 3 | -8 | -31 | -1
Nc1ncnc2c1ncn2[C@@H]1O[C@H](CNS(=O)(=O)CCCCl)[C@@H](O)[C@H]1O | -3 | -19 | -15 | 0 | -1.8 | 6 | 2 | -12 | 19 | .
Cc1cccc(NC(=O)CN2CCCN(S(=O)(=O)c3ccc(Br)s3)CC2)c1 | 32 | -17 | 1 | -3 | 0.8 | -4 | 1 | -3 | 17 | -2
Fc1ccc(/C=N/N2CCCCC2)c(F)c1 | -1 | 12 | 4 | -6 | 0.4 | -6 | -10 | -13 | -12 | 0
NS(=O)(=O)c1ccc(CCNC(=O)CC(NC(=O)c2ccccc2Cl)c2ccccc2)cc1 (stereo not drawn) | 31 | . | -10 | 5 | 0.3 | 0 | -2 | -10 | . | 3
O=C(COc1ccccc1)Nc1nnc(S(=O)(=O)Nc2ccccc2)s1 | -4 | 2 | -2 | 1 | -2.0 | 3 | -5 | -9 | -2 | .
COc1ccc(-c2cc(C(F)(F)F)nc(S(C)(=O)=O)n2)cc1OC | 27 | -7 | -4 | -5 | -2.1 | -7 | 3 | 7 | 7 | -1
Cc1cc(C)n(C(=O)c2ccc(NC(=O)C3COc4ccccc4O3)cc2)n1 (stereo not drawn) | -5 | -48 | -5 | -4 | -1.0 | 0 | -8 | -22 | 48 | -2
CCOc1ccc(CCNC(=O)C2CCN(c3nnc(-n4cccc4)s3)CC2)cc1 | 4 | -9 | -16 | 1 | -0.4 | -1 | 11 | -15 | 9 | .
COc1cc(OC)cc(C(=O)NNC(=O)CCNS(=O)(=O)c2ccc(C)c(C)c2)c1 | -7 | 0 | 2 | 1 | 0.3 | -3 | 4 | -17 | 0 | -1
O=C1CCCN1c1ccc(S(=O)(=O)Nc2cccnc2)cc1 | 2 | 11 | -10 | -1 | 0.3 | -3 | -13 | -10 | -11 | -3
